AP complement = orthogonal test for alternative complement pathway inhibitors; 62,000 tested, 0.08% active; inhibition, % at 5 µM; Human serum alternative complement pathway, LPS-coated ELISA, C3 deposition; tested in compound mixtures;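 active = inhibition above 30% in each of the two pooled mixtures holding the compound, so the lower value exceeds 30%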;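 also: 0% = serum in Mg-EGTA without compound and 100% = EDTA serum blank; some compounds past the cut are filed as inactive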
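Test system: human serum alternative complement pathway, C3 deposition on LPS-coated wells; also added: Plate-bound LPS; doses: 5 µM per compound in ten-compound mixtures; schedule: 1 h at 37 °C; detection: Anti-C3 ELISA, OD 450 nm; evaluation: percent inhibition of C3 deposition onto LPS; repeats: two pool placements per compound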
CatG inh = cathepsin G (human) inhibition; P08311; purified enzyme, AMC-tetrapeptide fluorescence, pooled mixtures; AID 581; 62,000 tested, 0.2% active; inhibition, % at 5 µM (by protocol);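 active = inhibition above 20% in each of the two mixture wells holding the compound; inactive = inhibition of 20% or less in either well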;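 also: 0% = enzyme control without mixture and 100% = blank lacking enzyme; strong numbers were not always called active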
FXIa mix inh = blocks human factor XIa in pooled compound mixtures | inhibition, % at 5 µM | P03951 | purified FXIa, fluorogenic substrate | 62,000 tested, 0.19% active;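 also: each value is inhibition by a whole ten-compound pool holding the compound; 0% = enzyme with no mixture and 100% = wells lacking enzyme; strong numbers were not always called active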
CatB mixtures = inhibitors of human cathepsin B in compound mixtures. P07858. inhibition, %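 (ten-compound pools at 5 µM per compound and 50 µM total)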. 62,000 tested, 0.06% active. Purified cathepsin B, AMC dipeptide fluorescence; in the data active = inhibition above about 22%, passing the limit was not always enough;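 also: 0% = enzyme without compound and 100% = no enzyme blank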
FXIIa mix inh = inhibitors of human coagulation factor XIIa, pooled mixtures; P00748; purified FXIIa, fluorogenic substrate; 62,000 tested, 0.2% active; inhibition, % at 5 µM;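 also: 0% = enzyme without compound and 100% = no enzyme blank; some results filed as inactive read as strong as hits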
C1s block = blocks human complement C1s protease activity. P09871. purified C1s, fluorogenic AMC substrate, pooled mixtures. mean inhibition % of two 10-compound mixtures (stronger effect = higher value), % at 5 µM (by protocol). 62,000 tested, 0.16% active;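 active = inhibition above 20% in each of the two 10-compound mixture wells holding the compound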;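 also: 0% = enzyme wells lacking compound mixture and 100% = no-enzyme blank wells; some compounds called inactive have numbers as strong as hits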
Target sequence (P09871 16-437 limits assumed): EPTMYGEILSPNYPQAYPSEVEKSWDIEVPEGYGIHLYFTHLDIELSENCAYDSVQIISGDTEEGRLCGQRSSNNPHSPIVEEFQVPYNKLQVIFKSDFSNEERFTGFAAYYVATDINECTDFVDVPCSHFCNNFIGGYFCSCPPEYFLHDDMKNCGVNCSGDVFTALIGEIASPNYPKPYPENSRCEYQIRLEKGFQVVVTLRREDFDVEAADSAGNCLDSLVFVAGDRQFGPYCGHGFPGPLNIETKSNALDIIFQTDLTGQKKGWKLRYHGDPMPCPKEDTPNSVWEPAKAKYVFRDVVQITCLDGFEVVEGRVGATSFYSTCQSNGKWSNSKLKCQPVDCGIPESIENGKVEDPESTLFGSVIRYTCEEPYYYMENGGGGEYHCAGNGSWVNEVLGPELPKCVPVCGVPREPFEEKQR
Target sequence (P09871 438-688 limits assumed): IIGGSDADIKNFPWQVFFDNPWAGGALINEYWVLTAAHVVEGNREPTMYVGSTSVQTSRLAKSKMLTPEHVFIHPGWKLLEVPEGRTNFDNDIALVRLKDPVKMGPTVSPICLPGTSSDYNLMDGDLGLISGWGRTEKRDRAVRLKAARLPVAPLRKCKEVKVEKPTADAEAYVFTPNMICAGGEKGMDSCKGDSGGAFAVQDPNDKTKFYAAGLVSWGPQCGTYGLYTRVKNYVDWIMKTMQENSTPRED
CatL inh = inhibitors of human cathepsin L; inhibition, %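 (tested at 10 µM)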; purified cathepsin L, fluorogenic substrate, fluorescence; P07711; 58,000 tested, 0.17% active; in the data active = inhibition above about 45%;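 also: 0% = enzyme with no compound and 100% = no enzyme blank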
CatS block = blocks human cathepsin S protease activity; P25774; recombinant cathepsin S, AMC dipeptide fluorescence, pooled mixtures; inhibition, %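 (tested at 5 µM per compound within 10-compound mixtures)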; 62,000 tested, 0.06% active; AID 501; in the data active = inhibition above about 32%, passing the limit was not always enough;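 also: 0% = enzyme without compound and 100% = blank without enzyme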
Target sequence (P25774 115-331 limits assumed): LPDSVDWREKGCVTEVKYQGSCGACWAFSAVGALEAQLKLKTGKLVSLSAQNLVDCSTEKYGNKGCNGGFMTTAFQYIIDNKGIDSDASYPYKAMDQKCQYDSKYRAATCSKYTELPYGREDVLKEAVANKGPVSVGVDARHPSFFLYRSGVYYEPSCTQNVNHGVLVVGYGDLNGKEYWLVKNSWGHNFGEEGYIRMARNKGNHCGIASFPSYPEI
CatB block = inhibitors of human cathepsin B | P07858 | purified cathepsin B, fluorogenic substrate, fluorescence | inhibition, %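 (tested at 10 µM)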 | 63,000 tested, 0.1% active; in the data active = inhibition above about 21%;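 also: 0% = enzyme with no compound and 100% = no enzyme blank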
An asterisk follows results filed as active; nt = not tested or not shown. Rule as the data show it, unless noted: active = inhibition above about 20% (passing the limit was not always enough); inactive = the rest.

SMILES | AP complement | CatG inh | FXIa mix inh | CatB mixtures | FXIIa mix inh | C1s block | CatL inh | CatS block | CatB block
O=S(=O)(c1ccccc1)N1CCN(c2nnnn2-c2ccccc2)CC1 | 11.9 | 16.0 | 3.3 | 4.4 | 6.9 | 12.4 | -4.5 | -2.2 | 1.7
CC(=O)NC12CC3CC(C1)CC(C(=O)OCC(=O)Nc1ncc(Cl)cc1Cl)(C3)C2 | -3.8 | 1.3 | 5.7 | 6.5 | 4.1 | 3.1 | -12.4 | 0.3 | -3.7
O=C1CCCc2nc(N3CCN(Cc4ccccc4)CC3)ncc21 | 0.2 | 8.5 | 4.1 | 1.8 | -32.4 | 9.6 | -7.6 | 0.4 | -3.3
O=C(NCCCn1ccnc1)c1ccc2c(c1)OCCO2 | 2.6 | 9.4 | 4.2 | 2.7 | 1.5 | 14.4 | 21.7 | 0.9 | 5.2
COc1ccc(Br)cc1S(=O)(=O)N(CC(=O)N1CCOCC1)c1ccccc1 | 16.9 | 15.3 | 7.6 | 6.2 | 5.3 | 9.3 | 9.1 | -1.9 | 0.1
CCCNCc1cc(OCC)c(OCC(N)=O)cc1Br | -1.7 | 8.2 | 10.5 | 1.0 | -6.3 | 5.6 | 11.4 | 2.4 | 8.3
N#Cc1c2n(c3c(=O)n(Cc4ccccc4)cnc13)CCCC2 | -4.0 | 1.1 | 8.6 | -1.0 | 4.5 | -2.8 | 15.1 | 7.6 | -1.9
N#Cc1c(NC(=O)COC(=O)C2CC3C=CC2C3)oc(-c2ccccc2)c1-c1ccccc1 (centres undefined) | -1.1 | 6.8 | 4.2 | 3.4 | -18.7 | 7.7 | 9.3 | 7.1 | 2.5
CCOc1ccc(-n2c(=O)cc(N3CCN(c4ccccc4)CC3)[nH]c2=O)cc1 | 9.8 | 9.3 | 7.5 | 6.1 | 8.3 | 9.3 | 5.4 | 5.5 | 0.9
Cc1ccc2cc(CN(Cc3nnnn3C3CCCCC3)CC3CCCO3)c(=O)[nH]c2c1 (centres undefined) | 6.5 | 9.1 | 8.9 | -0.3 | 12.0 | 13.1 | 10.4 | 1.1 | 1.5
O=C(c1cc(-c2cccnc2)nc2ccc(Br)cc12)N1CCN(c2ncccn2)CC1 | -9.4 | -6.4 | -10.3 | -2.0 | 7.4 | -37.2 | 3.4 | 3.5 | 2.6
CCSc1nnc(Cc2cc(=O)[nH]c(=O)[nH]2)n1-c1ccc(F)cc1 | 7.9 | -3.9 | -12.9 | -2.6 | 8.5 | -90.2 | -4.7 | -8.5 | -3.0

The last 2 records of the section before open the next one.
SMILES | AP complement | CatG inh | FXIa mix inh | CatB mixtures | FXIIa mix inh | C1s block | CatL inh | CatS block | CatB block
O=C(c1cc(-c2cccnc2)nc2ccc(Br)cc12)N1CCN(c2ncccn2)CC1 | -9.4 | -6.4 | -10.3 | -2.0 | 7.4 | -37.2 | 3.4 | 3.5 | 2.6
CCSc1nnc(Cc2cc(=O)[nH]c(=O)[nH]2)n1-c1ccc(F)cc1 | 7.9 | -3.9 | -12.9 | -2.6 | 8.5 | -90.2 | -4.7 | -8.5 | -3.0
CCOC(=O)N1CCN(C(=O)CN2C(=O)CC(C)(C)S(=O)(=O)c3ccccc32)CC1 | -4.2 | 6.1 | -2.1 | 1.6 | 1.9 | 1.4 | 2.0 | 10.7 | 8.4
O=C(O)CSC1CC(=O)N(c2cccc(Cl)c2)C1=O (centres undefined) | -13.4 | 14.2 | 12.1 | -2.5 | 5.2 | 10.5 | 23.7 | -0.3 | 3.4
CC1C(=O)C(C)C(c2ccc3c(c2)OCO3)NC1c1ccc2c(c1)OCO2 (centres undefined) | 10.9 | -1.5 | 3.2 | 3.8 | -6.6 | 2.8 | 13.8 | 6.5 | -6.3
CC1Cc2nc(SCC(=O)N3CCc4ccccc43)n(C)c(=O)c2S1 (centres undefined) | -0.6 | -0.2 | -4.8 | -3.4 | 5.7 | -29.7 | 7.5 | 12.2 | 1.5
O/N=C1/CCCCC1c1ccccn1 (centres undefined) | 7.5 | 10.8 | -4.6 | 2.2 | 0.7 | 9.2 | 4.0 | 1.8 | 2.0
CC(=O)N1CC=C2C(C#N)=C(N)C(C#N)(C#N)[C@H](c3ccoc3)[C@H]2C1 | 10.1 | -2.2 | 1.5 | 5.8 | -19.0 | -25.0 | 13.3 | 5.8 | 4.0
CCCCCCN=CC1=C(O)CC(C)(C)CC1=O | 2.9 | 9.0 | 18.2 | 4.6 | 0.8 | -0.5 | 0.3 | 10.3 | 4.6
O=C(OCc1nnc(-c2ccc(Cl)cc2)o1)c1ccc(=O)n(Cc2ccccc2)n1 | 0.2 | 1.6 | 15.0 | 8.0 | 0.6 | 1.9 | 0.3 | 8.8 | -3.0
Brc1ccc(-c2nnc(-c3ccccc3Br)o2)cc1 | 5.5 | 5.8 | -0.1 | -4.1 | 3.2 | -0.6 | 2.8 | -6.2 | -1.2
c1ccc2c(c1)ncn2CCn1cnc2ccccc21 | 5.3 | 4.7 | 6.3 | 0.7 | 0.8 | -2.4 | 8.8 | 20.6 | -4.3
CC(C)C(=O)Nc1ccc(NC(=O)c2ccccc2Cl)nc1 | -4.4 | 7.3 | 2.7 | 0.1 | 0.8 | 7.4 | 19.5 | 0.7 | -0.9
CCOC(=O)c1cccc(NC(=O)CSc2nnc(C)n2Cc2ccccc2)c1 | 2.9 | 1.3 | 0.3 | 6.2 | 3.5 | -0.1 | -0.8 | -16.3 | -3.5
COc1ccccc1-c1nnc(NC(=O)c2ccc(S(=O)(=O)N(C)Cc3ccccc3)cc2)o1 | 6.1 | 0.0 | -1.6 | 5.8 | 5.3 | -8.0 | 39.2 | 16.0 | 2.5
COCCCNC(=O)CCSc1ccc(Cl)cc1 | 5.0 | 10.0 | 7.5 | 4.4 | -13.4 | 10.4 | 4.3 | 15.1 | 3.5
CC(=O)N1CCc2cc(S(=O)(=O)NCCC(=O)NCCc3ccc(C)cc3)ccc21 | 21.4 | -1.0 | 9.8 | 4.2 | 5.3 | -9.6 | -1.1 | -12.2 | -4.9
CCOC(=O)c1sc2nc3c(cc2c1N)COC(C)(C)C3 | 9.5 | 10.6 | 2.5 | 3.7 | 2.2 | 4.6 | 0.5 | -13.4 | 4.0
O=C1C(C=NCCN2CCOCC2)=C(O)c2ccccc21 | -1.4 | 1.6 | 2.0 | -1.4 | 2.8 | 1.9 | 8.2 | 5.7 | -4.0
Cc1ccc(C2CC(C(F)(F)F)n3ncc(C(=O)NCc4ccco4)c3N2)cc1 (centres undefined) | -0.6 | -6.1 | -2.2 | -0.8 | 4.8 | -19.2 | nt | 1.0 | -0.1
COc1cccc(-c2noc(C3CCCN(C(=O)Cc4ccccc4)C3)n2)c1 (centres undefined) | 3.8 | 4.4 | -0.7 | 7.7 | 0.6 | 2.7 | 3.3 | 51.0 | 1.6
CCC(=O)Nc1ccc(N2CCN(Cc3ccccc3F)CC2)cc1 | 7.9 | 10.7 | 1.8 | 2.1 | -1.3 | 15.3 | 4.2 | -5.2 | -0.8
CCOC(=O)N1CCN(C(=O)C2CC(=O)N(Cc3ccc(OC)cc3)C2)CC1 (centres undefined) | 10.8 | 6.2 | 3.5 | 4.9 | 4.6 | -1.2 | -2.5 | -15.9 | 4.6
CS(=O)(=O)N1CCN(C(=O)c2cc(-c3ccncc3)nc3ccc(Cl)cc23)CC1 | 6.4 | -4.3 | 5.2 | -6.1 | 2.1 | -59.6 | -1.7 | 6.0 | -3.0
Cc1csc(NC(=O)C2CCC(C)(C(=O)O)C2(C)C)n1 (centres undefined) | -3.2 | -11.9 | -0.3 | -0.1 | 0.7 | -22.8 | -9.3 | -4.9 | 0.4
Cc1ccc2c(c1)c1ncnc(N3CCOCC3)c1n2C | -2.7 | 2.9 | -4.8 | -1.5 | 2.1 | -23.5 | -51.6 | 4.2 | -2.8
COCCCn1c2nc3ccccc3nc2c2c(=O)n(-c3ccccc3OC)c(C)nc21 | 20.1 | -1.4 | 4.2 | 5.7 | 5.2 | -37.9 | -42.7 | -0.4 | -1.9
Cc1ccc(N2C(=O)CC3(CC4C=CC3C4)C2=O)cc1 (centres undefined) | 11.9 | 9.1 | 9.8 | 4.0 | 7.0 | 5.6 | 10.4 | 4.4 | 2.2
O=C(NCc1ccncc1)c1cccc(F)c1 | -2.2 | -2.1 | 5.8 | 2.6 | 0.7 | -4.6 | 7.3 | 8.5 | 5.3
Cc1noc(C)c1S(=O)(=O)N1CCCC(C(=O)N2CCC(C)CC2)C1 (centres undefined) | 6.9 | 8.6 | -5.0 | 3.2 | -20.4 | -15.8 | 28.5 | 3.5 | 7.2
CC1CCCCC1NC(=O)c1cn(C)c2ccc(S(=O)(=O)N3CCCC3)cc2c1=O (centres undefined) | 23.3 | 4.6 | 6.4 | -1.1 | -15.0 | -0.4 | 0.8 | -19.2 | -1.9
O=C(CCn1cnc2ccccc2c1=O)Nc1ccc2c(c1)OCCO2 | 12.5 | 4.7 | -3.7 | -7.7 | -5.8 | -36.5 | 20.1 | 3.0 | -1.6
Cc1ccc(C2N(c3cccc(Cl)c3)C(=O)C3CCCN32)o1 (centres undefined) | 35.5 | 9.9 | 2.0 | 8.0 | -18.4 | 9.1 | -2.2 | 1.0 | -0.7
c1ccc(CSc2nnc(-c3c[nH]c4ccccc34)o2)cc1 | 1.2 | -3.3 | 8.0 | 1.5 | 6.6 | -4.0 | 8.3 | 15.5 | 3.0
COc1ccc(OC)c(NC(=O)CSc2nc3ccccc3c(=O)n2CCNC(C)=O)c1 | 14.6 | 3.5 | 2.4 | 0.6 | 2.6 | -5.9 | 2.7 | 17.3 | 1.6
CC(=O)c1cccc(NC(=O)CC2Oc3ccc(C)cc3NC2=O)c1 (centres undefined) | 12.6 | -2.0 | 8.3 | 2.7 | 7.9 | -30.7 | nt | -0.6 | -6.9
Cc1ccccc1NC(=O)C1CCCN1C(=O)NC1CCCCC1 (centres undefined) | 1.1 | -2.3 | -1.3 | -0.1 | 7.4 | 2.6 | 6.5 | -3.0 | 2.2
COc1cccc(C(=O)Nc2cccc(-c3nnc(-c4ccccc4)o3)c2)c1 | 12.2 | -10.5 | 5.4 | 4.0 | -3.3 | -19.0 | -11.8 | -0.5 | 2.0
N#Cc1cccc(NC(=O)c2ccccc2C(=O)O)c1 | 16.6 | 11.4 | 5.7 | 4.5 | 0.0 | 8.6 | -7.3 | -2.1 | 5.1
Brc1ccc2nc(CSc3ncn[nH]3)cn2c1 | 10.7 | -1.8 | 5.6 | -2.6 | 4.9 | -5.0 | -1.5 | -6.3 | -1.6
COC(=O)c1nc(NC2=NCCCCC2)n[nH]1 | 10.2 | 7.3 | 5.4 | 0.3 | -2.4 | 10.8 | -1.1 | -8.6 | -1.1
CNC(=O)CN(c1cc(C)ccc1C)S(C)(=O)=O | 2.6 | -2.4 | -0.4 | -0.8 | 2.8 | 2.0 | -2.0 | -3.2 | -1.2
CCCCN(CCCNC(=O)C1CCN(S(=O)(=O)CC)CC1)c1ccccc1 | 1.9 | -5.8 | 4.9 | 3.3 | 3.4 | -20.8 | 2.2 | -5.3 | 3.7
CCNc1nc2nonc2nc1NCC | -3.8 | 10.6 | 2.3 | 2.2 | 7.2 | 8.7 | 6.9 | -10.0 | 1.9
Cn1c(CO)nc2cc(N)ccc21 | 19.1 | 6.8 | 6.6 | 1.6 | 4.6 | 7.9 | -9.4 | -1.9 | 0.4
O=C(NCC1CCCO1)c1c(O)c2ccccc2[nH]c1=O (centres undefined) | -0.9 | 11.8 | 6.0 | 2.2 | -5.9 | 14.7 | 2.0 | -2.0 | 7.4

Screening data deposited in PubChem BioAssay by PCMD.

This is a subset; rates above refer to the full screens.
